EPAC2 antag: EPAC2 (human) antagonism; hit rate 0.18% among 360,000; AID 720708; Potency, µM (highest dose often 114 µM), for inactives: top-dose activity, negative = inhibition, usual class: inhibitors; EPAC2 GEF exchange of Rap1B-BODIPY-GDP, fluorescence; Q8WZA2; further: potency means the concentration at half of the fitted maximal effect; on the % scale 0 is the no-effect control and ±100 the full control effect; nearly all actives have a fitted effect of over 45% in size; many of its hits are not listed in these tables
Target sequence (Q8WZA2 whole entry, looked up): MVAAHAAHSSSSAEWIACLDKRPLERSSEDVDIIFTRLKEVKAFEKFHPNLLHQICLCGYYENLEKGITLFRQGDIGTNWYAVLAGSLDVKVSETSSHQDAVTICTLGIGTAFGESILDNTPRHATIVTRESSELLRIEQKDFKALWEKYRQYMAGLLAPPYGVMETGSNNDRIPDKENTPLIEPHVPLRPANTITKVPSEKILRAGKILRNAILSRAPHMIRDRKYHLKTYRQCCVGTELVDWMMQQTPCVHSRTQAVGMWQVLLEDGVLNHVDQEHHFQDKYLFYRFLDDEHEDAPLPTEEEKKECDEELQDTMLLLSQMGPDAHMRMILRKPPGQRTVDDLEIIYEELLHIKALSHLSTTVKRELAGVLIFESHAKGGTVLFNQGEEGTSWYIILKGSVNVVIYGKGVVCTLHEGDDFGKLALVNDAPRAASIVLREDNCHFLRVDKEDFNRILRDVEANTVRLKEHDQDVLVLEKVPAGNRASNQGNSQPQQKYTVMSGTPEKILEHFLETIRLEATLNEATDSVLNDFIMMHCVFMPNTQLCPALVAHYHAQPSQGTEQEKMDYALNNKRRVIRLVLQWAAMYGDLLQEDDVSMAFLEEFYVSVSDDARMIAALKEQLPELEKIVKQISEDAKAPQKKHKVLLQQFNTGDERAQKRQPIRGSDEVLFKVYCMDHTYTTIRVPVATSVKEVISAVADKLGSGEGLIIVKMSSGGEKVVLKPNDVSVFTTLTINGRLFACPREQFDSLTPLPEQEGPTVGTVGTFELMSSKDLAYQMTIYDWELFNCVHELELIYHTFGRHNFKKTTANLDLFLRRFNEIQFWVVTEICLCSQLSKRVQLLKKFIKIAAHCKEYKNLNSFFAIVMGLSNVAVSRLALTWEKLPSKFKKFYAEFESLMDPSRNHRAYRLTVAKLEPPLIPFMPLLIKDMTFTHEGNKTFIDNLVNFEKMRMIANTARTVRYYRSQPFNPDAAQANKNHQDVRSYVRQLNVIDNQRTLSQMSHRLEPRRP
D3 ag: agonists of human D3 dopamine receptor; P35462; D3R DiscoveRx beta-arrestin cells, luminescence, 90 min; max activation, %; hit rate 0.58% among 410,000; in the data active means max activation above about 30%; further: 0% is about no effect; mostly tested at two doses, the higher about 12 µM
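Agonist-mode cell screen: cells plated at 1500/well and incubated overnight at 37 °C, then exposed to library compounds for 90 min at 37 °C. Detection reagent was added for 30–60 min at room temperature, and luminescence was read.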
CCT chaperon mod: changes cytosolic chaperonin activity | hit rate 0.3% among 360,000 | AID 651819 | purified chaperonin ATPase assay, HTRF ADP detection, 30 min | activity change, % (concentration not given with the values), hits read low; in the data active means activity change below about -30%; further: on the % scale 0 is the no-effect control and ±100 the full control effect
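TRiC (40 or 20 nM final, by batch activity) in 30 mM Tris pH 7.4, 100 mM KCl, 5 mM MgCl2, 1 mM DTT was treated with compound at 76 uM single dose, then 10 uM ATP, 30 min at 37 °C. ADP was read by HTRF Transcreener.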
MmCpn inh: blocks the Methanococcus maripaludis chaperonin Mm-Cpn | purified Mm-Cpn ATPase, ADP Transcreener TR-FRET | Potency, µM (top dose mostly 76.9 µM), for the others: at the highest dose activity, negative = inhibition, usual class: inhibitors | hit rate 0.031% among 330,000; further: potency means the concentration at half of the fitted maximal effect; on the % scale 0 is the no-effect control and ±100 the full control effect; nearly all actives have a fitted effect of over 80% in size
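ATP (10 uM final) was added to archaeal chaperonin (25 nM final) after 10 min exposure to test compound at 37°C; after 30 min further incubation, ADP was detected by competitive TR-FRET.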
pAkt inh: Akt phosphorylation inhibition | Neuro2A IGF-stimulated pAkt S473 HTRF, 20 min; active compounds read low | activity change, % for hits at 50 µM | hit rate 0.32% among 360,000; in the data active means activity change below about -80%; inconclusive means mostly about -51% to -80%; further: on the % scale 0 is the no-effect control and ±100 the full control effect
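Single-point screen (50 µM final compound) in Neuro2A cells stimulated 20 min with 6 nM IGF at 37 deg C. After lysis, Ser473-phosphorylated Akt read by HTRF (ex 330 nm, em 615/665 nm) as the 665/615 ratio.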
DRD3 antagonist: D3 dopamine receptor (human) antagonism; D3R cells, DiscoveRx beta-arrestin luminescence, antagonist mode; active compounds read low; max response, negative = inhibition, %; hit rate 2.5% among 360,000; in the data active means max response below about -50%; inconclusive means no clear call, values can overlap the other calls; further: on the % scale 0 is the no-effect control and ±100 the full control effect; mostly tested at two doses, the higher about 12 µM
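Cells expressing the human receptor were seeded at 1500 cells/well, incubated overnight at 37 degrees C in 5% CO2, then exposed to library compounds with dopamine controls for 90 minutes at 37 degrees C before luminescent detection.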
PTHR1 ag: agonists of human PTHR1 parathyroid hormone receptor; Potency, µM (top dose mostly 115 µM), inactives show at the highest dose activation, actives largely listed as activators; AID 743266; hit rate 0.075% among 410,000; HEK293 GP2 PTHR1 cells, GloSensor cAMP luminescence, 1 h; Q03431; further: potency means the concentration at half of the fitted maximal effect; nearly all actives have a fitted effect of over 55% in size; some results filed as inactive show a strong effect at the top dose; inactives centre near -15; many of its hits are not listed in these tables
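HEK-293-derived GP2 cells expressing PTHR1 and a GloSensor cAMP reporter, 3,000/well, plated overnight, given luciferin plus IBMX (each 0.5 mM as added) for 1 h at 37 °C, then compound for 1 h at 37 °C. Luminescence was read after 15 min at room temperature.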
EPAC2 ag: EPAC2 (human) agonism | EPAC2 activation, biochemical qHTS; response scale: 100% = 6.5 mM cAMP response | Potency, µM (highest dose often 154 µM), without a hit: at the top dose activation, most hits filed as activators | hit rate 0.079% among 360,000 | AID 720711; further: potency means the concentration at half of the fitted maximal effect; nearly all actives have a fitted effect of over 50% in size
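Nucleotide exchange monitored as fluorescence drop when BODIPY-GDP leaves Rap1B. Reaction: 100 nM EPAC2, 250 nM RAP1B-BODIPY-GDP, 50 uM GDP, room temperature, kinetic read over 30 min. Activity expressed relative to 6.5 mM cAMP.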
Active calls of the source: *; i = inactive; ? = inconclusive; . = not tested or not shown; [ ] = remark or other dose. Unless noted, the call rests on the fitted dose curve; in most records, active means well fitted curve in the direction sought with a large enough effect; inconclusive means small, poorly fitted or top-dose-only effect, or another doubt; inactive means no such curve, though single readings can be large; an effect the other way counts as inactive or inconclusive. Only part of the results is shown; count on the stated rates, not on these rows.

SMILES | EPAC2 antag | D3 ag | CCT chaperon mod | MmCpn inh | pAkt inh | DRD3 antagonist | PTHR1 ag | EPAC2 ag
O=C1C2C3C=CC(C4CC34)C2C(=O)N1/N=C/c1ccc(-c2ccc([N+](=O)[O-])cc2)o1 (configuration not stated) | 5% | 7 | -1.2 | 1% | i | 8 | -31%[inhibitor] | 29%
S=c1[nH]nc(COc2ccccc2)n1/N=C/C=C/c1ccccc1 | -2% | -12 | -87* | 0% | i | -5 | -16% | 8%
COc1ccccc1CNS(=O)(=O)c1c(C(=O)N2CCCCC2)c(C)n(C)c1C | 0% | 0 | 1.2 | -1% | i | 1 | -2% | 3%
C/C(=N\NC(=O)C1CC1)c1ccccc1O | 1% | -3 | -0.5 | 0% | i | -1 | 8% | 0%
COc1cc2c(cc1OC)CN(C(C)C(=O)Nc1cccc(S(=O)(=O)N3CCOCC3)c1)CC2 (configuration not stated) | 8% | -5 | 1.7 | 1% | i | 19 | i | 2%
Cc1c[n+]([O-])n(-c2ccc(C(=O)O)cc2)n1 | -4% | -6 | -4.4 | 0% | i | 2 | 0% | -5%
Cc1ccc(CS(=O)(=O)CCC(=O)NCCC2=CCCCC2)cc1 | -2% | 2 | -2.6 | 3% | i | -9 | i | 8%
COC(=O)c1cc(-c2cccc(OC)c2)c2c(=O)[nH]c(=O)n(C)c2n1 | -10% | 5 | -0.5 | 1% | i | 10 | i | -1%
Cc1cc(C)nc(NC(=O)c2ccc([N+](=O)[O-])o2)n1 | 3% | 5 | -0.9 | -2% | i | 0 | i | -3%
COC(=O)c1c(C)nc2ccccc2c1C(=O)O | 3% | -2 | 0.8 | 0% | i | 17 | i | -1%
Cc1cccc(NC(=O)c2cc(N3C(=O)CCC3=O)ccc2Cl)n1 | 10% | 2 | 0.8 | -1% | i | -3 | i | 6%
CCCc1nc(SCC(=O)NC2CC2)c2c(C)c(C)sc2n1 | 2% | 3 | -2.9 | -11% | i | -6 | i | 10%
COc1ccc(CCNC(=O)CSc2nnc3ccc(-c4ccncc4)nn23)cc1 | -1% | 8 | -0.7 | -2% | i | 6 | 21% | 5%
CNC(=O)c1[nH]cnc1C(=O)Nc1ccc(C)cc1 | -5% | 5 | 1.1 | -3% | i | 0 | i | 8%
CC(=O)c1sc2c(c1OC(=O)c1ccccc1)c(=O)n(-c1ccccc1)c(=S)n2-c1ccccc1 | 15% | 6 | -5.8 | . | i | 3 | -10% | 2%
Cc1cc(C)cc(NC(=S)NCc2ccc3[nH]c4c(c3c2)CCCC4)c1 | -11% | -3 | 0.6 | -1% | i | 7 | -32% | 6%
COc1ccc(C(=O)C2CCCN(Cc3c(O)cccc3OC)C2)cc1OC (configuration not stated) | 8% | -8 | 0.5 | 0% | i | 2 | i | 2%
C=CCOC(=O)C1=C(C)N(C)C(=O)NC1c1cc2c(cc1Br)OCO2 (configuration not stated) | -27% | 8 | -2.8 | 0% | . | 0 | -9%[57.5 µM] | 0%[15.6 µM]
O=S(=O)(c1ccc(Br)c2nsnc12)N1CCOCC1 | 16% | -1 | 1.7 | -17% | i | 5 | 16% | 1%
Cc1ccc2c(c1)c(C)c(C)n2CC(O)CN1CCCCC1C (configuration not stated) | -4% | 2 | 1.7 | 2% | i | 84 | 0% | 6%
CSc1ccccc1C(=O)Nc1ccccc1C | -7% | 2 | -5.2 | 0% | i | -2 | -1% | -6%
CCn1cc(C(=O)NN)c(=O)c2cc(F)c(N3CCOCC3)cc21 | -7% | 11 | 1.2 | -3% | i | -5 | i | 3%
O=C1NC[C@@H](CCCCN2C[C@H](Cc3ccccc3)N(CC3CCCCC3)C(=O)C2=O)N(CCc2ccc(O)cc2)C1=O | 1% | -10 | 1.0 | . | i | -1 | -7% | 14%
CCOC(=O)c1oc2c(c1C)/C(=N/O)CCC2 | 2% | -2 | -0.5 | -1% | i | 4 | i | 7%
Cc1cccc(C)c1NC(=O)C1(C)CN(S(C)(=O)=O)CC(=O)N1CCc1ccc(O)cc1 (configuration not stated) | 5% | 8 | . | . | i | -8 | -24% | 5%
The results go on.
SMILES | EPAC2 antag | D3 ag | CCT chaperon mod | MmCpn inh | pAkt inh | DRD3 antagonist | PTHR1 ag | EPAC2 ag
COc1ccc(CCC(=O)NCCc2ccc(Cl)cc2)cc1 | 1% | 8 | -1.3 | -1% | i | 6 | i | 0%
O=C1NN(c2ccccc2)C(=O)/C1=C/c1ccc(-c2ccc(Cl)c(C(=O)O)c2)o1 | 5% | 5 | -2.0 | 1% | i | -22 | i | 10%
Clc1ccc(Nc2ncnc3c2cnn3-c2ccccc2)cc1 | 2% | 4 | -2.0 | 0% | i | 4 | -58%[inhibitor] | 11%
NC(CS(=O)O)C(=O)O (configuration not stated) | 25% | 6 | -9.0 | . | i | -24 | -23% | 1%
CCOC(=O)c1ccc(N2C(=O)c3n[nH]c(C)c3C2c2ccco2)cc1 (configuration not stated) | -2%[57.1 µM] | 0 | -0.7 | 1% | i | -25 | -13%[57.5 µM] | -2%
CCOC(=O)C1CCN(C(=O)c2ccc(Cl)c(S(=O)(=O)N3CCCC3)c2)CC1 | 6% | 1 | 1.0 | 0% | i | 6 | i | -10%
O=C(Cn1ncc2c(=O)oc3ccccc3c21)NCc1cccnc1 | -5% | -7 | 0.5 | 0% | i | -18 | ? | 6%
Cc1ccc(NS(=O)(=O)c2ccc(CCC(=O)NC3CC3)cc2)cc1 | -4% | 1 | -0.9 | 1% | i | -2 | i | 1%
Oc1ccc2ccccc2c1N=Nc1ccccn1 | -3% | -5 | -1.6 | 0% | i | -16 | i | 7%
CCCN1CNC(=S)N(CC2CCCO2)C1 (configuration not stated) | 2% | -5 | 1.3 | 2% | i | -12 | i | 5%
COc1ccccc1-n1nnnc1SCc1ccccc1 | 2% | -9 | -3.7 | -5% | i | 0 | -12% | 16%
CC1(C)NC(=O)N(CCC(=O)Nc2ccc(C(C)(C)C)cc2)C1=O | 5% | 8 | 1.3 | . | i | 22 | -2% | 5%
CCOC(=O)C1=CCN(S(=O)(=O)c2ccc(C)cc2)C1c1ccc(Cl)cc1 (configuration not stated) | -14% | 5 | 1.6 | . | i | 24 | i | 10%
O=C1CCC(/C=C/c2ccccc2)=NN1Cc1ccccc1Cl | 5% | 5 | -1.1 | -1% | i | -20 | -13% | 21%
CCOc1ccc(NC(=O)CCC(=O)NNC(=O)c2cccc([N+](=O)[O-])c2)cc1 | -7% | 0 | 1.0 | 0% | i | 2 | i | 7%
COC(=O)c1ccsc1NC(=O)CN1C(=O)CCC1=O | -10% | -5 | 1.7 | -2% | i | 0 | -21% | 4%
CCN(CC)S(=O)(=O)c1ccc(NC2CCN(Cc3ccccc3)CC2)nc1 | 4% | -14 | -0.9 | 3% | i | -20 | i | 2%
COC(=O)C1=C(C(=O)OC)[C@]2([C@@H]3CC=CCN[C@@H](Cc4ccccc4)C(=O)N3Cc3ccccc3)C=C[C@H]1O2 | 5% | 7 | -0.5 | . | i | -5 | i | 7%
Cc1ccn2c(CNCc3cnn(C)c3)c(C(=O)N3CCCCCC3)nc2c1 | 2% | -20 | -0.7 | 1% | i | -26 | -2% | 1%
COc1ccc(C(O)(CCN2CCCCC2)C2CCCCC2)cc1 (configuration not stated) | -3% | -41 | -0.3 | 0% | i | -52* | -1% | 8%
CCc1ccc(OCCCC(=O)Nc2nccs2)cc1 | -10% | 0 | 0.6 | 3% | i | 11 | -21% | -2%
Cc1[nH]c2ccccc2c1-c1nc2ccccc2[nH]c1=O | -4% | 0 | -1.6 | 1% | i | -12 | -3% | 8%
O=C(CSc1nnnn1-c1cccnc1)NCc1cccs1 | -2% | 4 | -2.1 | 0% | i | 1 | 23%[57.5 µM] | 10%
CCN(CC)S(=O)(=O)c1ccc(C)c(NC(=O)Cc2ccc(S(=O)(=O)N3CCOCC3)s2)c1 | 16% | -9 | 0.4 | -4% | i | -20 | -55%[inhibitor] | 1%
CNc1ccc(C2(O)C(=O)c3ccccc3C2=O)cc1 | -2% | 1 | -1.9 | -1% | i | 6 | i | 5%
(next part)
SMILES | EPAC2 antag | D3 ag | CCT chaperon mod | MmCpn inh | pAkt inh | DRD3 antagonist | PTHR1 ag | EPAC2 ag
COC(=O)[C@H](Cc1ccccc1)NC(=O)[C@@H]1C[C@H]1[C@@H](NC(=O)OCc1ccccc1)c1ccccc1 | 0% | -30 | -2.8 | 2% | i | ? | 16% | -1%
Cc1cc(=O)[nH]c(SCc2cccc(Br)c2)n1 | -8% | -2 | -2.8 | 3% | i | 80 | -7% | 2%
Cn1ccnc1C(=O)c1cc(SCC(=O)N2CCOCC2)nc2ccccc12 | 4% | -7 | -1.7 | -2% | i | -15 | -4% | 12%
Cn1c(COc2ccc(Br)cc2)nnc1SC1CCc2ccccc2C1=O (configuration not stated) | -13% | -3 | 0.0 | 1% | i | -57* | -39%[inhibitor] | 9%
Cc1cc(CN(C)C(=O)c2cc(COc3ccc(C)c(C)c3)on2)n[nH]1 | -13% | 3 | 0.4 | -2% | i | -2 | -18% | -2%
CC(=O)Nc1ccc(C(=O)OCC(=O)Nc2c(F)cccc2F)cc1 | 4% | -9 | -5.0 | 0% | i | -6 | i | 18%
O=C(Nc1cc(=O)[nH]c2ncnn12)c1ccccc1Cl | -3% | 5 | -0.3 | -1% | i | 20 | -14% | 12%
NC(=O)Cn1cc(C(=O)c2cccs2)c2ccccc21 | 5% | -8 | 0.3 | 1% | i | -15 | i | 6%
COc1ccc(CCNC(=O)CSc2ccc(-c3ccco3)nn2)cc1 | -2% | 4 | -1.1 | -4% | i | 6 | -4% | 1%
O=C(c1cc(S(=O)(=O)N2CCOCC2)c(Cl)cc1Cl)N1CCCCC1 | -1% | -3 | 0.0 | ? | i | 12 | 5%[57.5 µM] | 12%

No new results follow: an excerpt of the list.
SMILES | EPAC2 antag | D3 ag | CCT chaperon mod | MmCpn inh | pAkt inh | DRD3 antagonist | PTHR1 ag | EPAC2 ag
CC(=O)Nc1ccc(C(=O)OCC(=O)Nc2c(F)cccc2F)cc1 | 4% | -9 | -5.0 | 0% | i | -6 | i | 18%
O=C(Nc1cc(=O)[nH]c2ncnn12)c1ccccc1Cl | -3% | 5 | -0.3 | -1% | i | 20 | -14% | 12%
NC(=O)Cn1cc(C(=O)c2cccs2)c2ccccc21 | 5% | -8 | 0.3 | 1% | i | -15 | i | 6%
COc1ccc(CCNC(=O)CSc2ccc(-c3ccco3)nn2)cc1 | -2% | 4 | -1.1 | -4% | i | 6 | -4% | 1%

Screening results from PubChem.
